Bioassay records deposited in PubChem by National Center for Advancing Translational Sciences (NCATS).
CBFb RUNX1 block: qHTS Assay for Compounds Blocking the Interaction Between CBF-beta and RUNX1 for the Treatment of Acute Myeloid Leukemia; Potency, µM (top dose mostly 59.8 µM), for the others: top-dose activity, negative = inhibition, actives largely listed as inhibitors; Runt-related transcription factor 1 (Homo sapiens) + Core-binding factor subunit beta …; AlphaScreen CBFb-His/RUNX1-biotin binding, biochemical; 230,000 tested, under 10 active; AID 1477, 2009; also: % of control where 0% means no effect
Target sequence (Q01196 whole entry, looked up): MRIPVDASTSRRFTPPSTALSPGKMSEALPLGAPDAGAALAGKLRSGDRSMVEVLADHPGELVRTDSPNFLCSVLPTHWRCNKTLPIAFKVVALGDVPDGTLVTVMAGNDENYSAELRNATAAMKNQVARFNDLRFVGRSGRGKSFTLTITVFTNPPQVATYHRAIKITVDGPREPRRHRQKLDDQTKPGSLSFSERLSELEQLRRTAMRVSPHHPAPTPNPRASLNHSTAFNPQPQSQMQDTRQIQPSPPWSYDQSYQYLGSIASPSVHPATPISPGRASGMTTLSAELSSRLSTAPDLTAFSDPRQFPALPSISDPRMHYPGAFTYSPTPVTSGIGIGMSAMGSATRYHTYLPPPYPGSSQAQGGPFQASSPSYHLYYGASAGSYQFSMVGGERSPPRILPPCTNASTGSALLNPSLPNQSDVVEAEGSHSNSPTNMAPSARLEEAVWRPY
Target sequence (Q13951 whole entry, looked up): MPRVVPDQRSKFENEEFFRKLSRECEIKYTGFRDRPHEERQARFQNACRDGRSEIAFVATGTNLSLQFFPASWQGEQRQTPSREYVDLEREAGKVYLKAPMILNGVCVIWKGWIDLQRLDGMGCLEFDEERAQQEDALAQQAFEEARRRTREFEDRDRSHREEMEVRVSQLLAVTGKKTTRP
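Room-temperature protein-protein interaction test with 30 nM each of His-tagged CBF-beta and biotinylated RUNX1, 15 min with compound, then 90 min with nickel plus streptavidin beads. Signal read in AlphaScreen mode.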
NPSR antag: qHTS Assay for Antagonists of the Neuropeptide S Receptor: cAMP Signal Transduction; CHO-NPSR cells, cAMP TR-FRET, antagonist mode; Potency, µM (highest dose often 38.3 µM), without a hit: at the top dose activity change, negative = inhibition, hits mostly inhibitors; 220,000 tested, 1% active; also: potency is read from the fitted curve at half-maximal effect; % is scaled to controls: 0 for no effect and ±100 for the full control effect; nearly all actives have a fitted effect of over 50% in size; many of its hits are not listed in these tables
TRb-SRC2 inh: qHTS for Inhibitors of the Interaction of Thyroid Hormone Receptor and Steroid Receptor Coregulator 2. Thyroid hormone receptor beta (Homo sapiens), P10828. TRbeta-SRC2 peptide binding, fluorescence polarization; receptor liganded with 1 µM T3. Potency, µM (series often up to 106 µM), for the others: at the highest dose activity change, negative = inhibition, hits mostly inhibitors. 280,000 tested, 0.065% active. AID 1469, 2008;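 also: potency is read from the fitted curve at half-maximal effect; plate controls were bound peptide for no effect and peptide without receptor for full effect; nearly all actives have a fitted effect of over 50% in size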
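Human TRb LBD (0.6 uM) plus Texas Red-labeled SRC2 peptide (20 nM), 1uM T3, 5% DMSO, 5 hr at ambient temperature. Decreased polarization (555/632 nm) flags inhibition; data normalized to free and bound peptide controls.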
Epigenetic derep: Quantitative High-Throughput Screen for Regulators of Epigenetic Control; AID 1865, 2009; 280,000 tested, 0.2% active; murine LDR cells, GFP reporter derepression, 30 h; Potency, µM (titrated, usually from 53.9 µM), for the others: top-dose GFP activation, actives largely listed as activators; also: potency is read from the fitted curve at half-maximal effect; % of control where 0% means no effect; nearly all actives have a fitted effect of over 60% in size
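In this reporter-derepression format, murine cells bearing a silenced integrated CMV-GFP locus incubate with test compound (30 h, 37 C), then are washed and imaged; fluorescent objects of 20–120 um count as induced cells.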
aGal spleen mod: qHTS Assay for Inhibitors and Activators of Human alpha-Galactosidase From Spleen Homogenate; Potency, µM (doses to about 80 µM), without a hit: at the top dose activity change, negative = inhibition, hits mostly inhibitors; human spleen homogenate, 4MU-alpha-Gal fluorescence, 40 min; AID 2107, 2009; Alpha-galactosidase A (Homo sapiens), P06280; 240,000 tested, 0.008% active;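 also: potency is read from the fitted curve at half-maximal effect; 0% = enzyme with vehicle and -100% = no enzyme basal signal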
Target sequence (P06280 32-429 limits assumed): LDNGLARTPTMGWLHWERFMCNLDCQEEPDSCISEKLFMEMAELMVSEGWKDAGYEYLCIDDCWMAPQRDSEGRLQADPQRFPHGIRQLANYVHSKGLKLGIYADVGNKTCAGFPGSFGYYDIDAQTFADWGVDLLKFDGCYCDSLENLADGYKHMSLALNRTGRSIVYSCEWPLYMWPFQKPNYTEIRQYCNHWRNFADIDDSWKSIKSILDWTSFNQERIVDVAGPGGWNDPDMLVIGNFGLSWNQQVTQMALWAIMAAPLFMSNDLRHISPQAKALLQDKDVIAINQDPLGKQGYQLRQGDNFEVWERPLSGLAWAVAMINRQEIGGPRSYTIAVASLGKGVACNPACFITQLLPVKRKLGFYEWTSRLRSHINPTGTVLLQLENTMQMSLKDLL
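Inhibition or activation of alpha-galactosidase in human spleen homogenate is scored by 4-MU fluorescence after 40 min at 37C, pH 5.0, with 1 mM substrate. AC50s come from concentration-response fitted to the Hill equation.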
Tau fluor cs: Counterscreen qHTS for Inhibitors of Tau Fibril Formation, Fluorescence Polarization | tau K18 P301L Alexa594 fluorescence, heparin fibrillization | AID 1463, 2008 | Potency, µM (top dose mostly 57.7 µM), inactives show at the top dose activity change, negative = decrease | 280,000 tested, 0.93% active; also: potency is read from the fitted curve at half-maximal effect; % is scaled to controls: 0 for no effect and ±100 for the full control effect; nearly all actives have a fitted effect of over 55% in size
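Human K18 P301L tau (15 uM unlabeled plus 0.24 uM Alexa 594-labeled, final) in 100 mM sodium acetate pH 7 was mixed with compound and 20 uM heparin and incubated 6 hr at 37 C.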
TexasRed fluor: Total Fluorescence Counterscreen for Inhibitors of the Interaction of Thyroid Hormone Receptor and Steroid Receptor Coregulator 2 | TRb/SRC2 Texas Red total fluorescence interference | Potency, µM (doses to about 106 µM), for the others: at the highest dose fluorescence change, negative = quenching | 280,000 tested, 0.29% active | AID 1479, 2009; active = well fitted curve in either direction with a large enough effect; inconclusive = small, poorly fitted or top-dose-only effect; also: potency is read from the fitted curve at half-maximal effect; % is scaled to controls: 0 for no effect and ±100 for the full control effect
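Human TRb ligand-binding domain at 0.6 uM with 20 nM Texas Red SRC2 peptide in Tris buffer containing 1 uM T3 and 5% DMSO, incubated with compound 5 h at ambient temperature. Total fluorescence (555/632 nm) calculated as parallel + 2 × perpendicular.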
Tau FP inhib: qHTS for Inhibitors of Tau Fibril Formation, Fluorescence Polarization; AID 1468, 2008; Microtubule-associated protein tau (Homo sapiens), P10636; K18 P301L tau heparin fibrillization, Alexa594 FP, 6 h; Potency, µM (doses to about 57.7 µM), for the others: at the highest dose activity, negative = inhibition, most hits filed as inhibitors; 280,000 tested, 0.39% active; also: potency is read from the fitted curve at half-maximal effect; % is scaled to controls: 0 for no effect and ±100 for the full control effect; nearly all actives have a fitted effect of over 55% in size
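Heparin (20 uM) drove fibril formation of recombinant tau K18 P301L, 15 uM unlabeled with 0.24 uM Alexa 594 label, for 6 hr at 37 C in 100 mM sodium acetate pH 7. Fluorescence polarization (555/632 nm) read 1 hr after 30 uM ThT.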
Starred values were filed as active, the others as inactive; ? = inconclusive; nt = not tested or not shown; [ ] = another dose, or the depositor's remark. Unless noted, calls follow the shape of the dose curve; as a rule, active = well fitted curve in the direction sought with a large enough effect; inconclusive = small, poorly fitted or top-dose-only effect, or another doubt; inactive = no such curve, though single readings can be large; an effect the other way counts as inactive or inconclusive.

SMILES	CBFb RUNX1 block	NPSR antag	TRb-SRC2 inh	Epigenetic derep	aGal spleen mod	Tau fluor cs	TexasRed fluor	Tau FP inhib
Cc1ccc(S(=O)(=O)Nc2cc(-c3nn(C)c(=O)c4ccccc34)ccc2N2CCOCC2)cc1	-3.5%	11.7%[46.1 µM]	1.8%	2.1%	8.9%	-28.4%	-4.3%	6.7%
CC1CCCCN1C(=O)CSc1nnc(CSc2ncccn2)n1C (stereo not given)	5.4%	1.5%[46.1 µM]	-7.7%	-1.2%	7.3%	7.1%	-0.3%	7.6%
Cc1ccc(OCc2nnc(SCC(=O)Nc3ncc(C)s3)o2)cc1	-1.6%	-6.9%	-1.5%	0.1%	6.0%	-7.9%	-0.6%	-1.6%
CC(C)C(c1nnnn1Cc1cccs1)N1CCN(C2CCCC2)CC1 (stereo not given)	-5.8%	-7.8%[46.1 µM]	-1.9%	-2.0%	-2.2%	-16.9%	-0.7%	-4.8%
COC(=O)C1=C(C)N(C(C)C)C(=O)C1(NC(=O)c1ccc(C(C)(C)C)cc1)C(F)(F)F (stereo not given)	nt	nt	11.3%	0.0%	nt	-14.9%	-1.4%	-2.8%
Cc1ccc(S(=O)(=O)Oc2ccc(/C=C3/N=C(c4ccccc4)OC3=O)cc2)cc1	-0.1%	-25.7%	-7.9%	-0.9%	0.8%	2.5%	-1.9%	0.1%
Nc1c(-c2ccc(Cl)cc2)cnc2ncnn12	-2.0%	0.4%[46.1 µM]	2.0%	-0.4%	-3.7%	1.1%	-1.2%	-2.3%
CC(C)OP(=O)(OC(C)C)C(O)c1ccc2c(c1)OCO2 (stereo not given)	8.4%	16.4%	3.0%	2.8%	-1.1%	10.1%	0.9%	1.6%
COC(=O)c1ccccc1NC(=O)c1cnc2sc(N3CCOCC3)nn2c1=O	nt	nt	-1.6%	-1.6%	nt	-2.1%	-20.7%	6.4%
Cc1ccc(C)n1/N=C1/NC(=O)CS1	?	-11.9%[46.1 µM]	3.0%	-0.7%	13.4%	-14.2%	2.4%	-14.5%
CCN1CCN(C(c2ccccc2)c2nnnn2Cc2ccc(OC)cc2)CC1 (stereo not given)	11.6%	-6.1%	1.2%	0.5%	-26.1%	-8.0%	0.8%	3.9%
COc1ccc(-c2nnn3c2nc(NCc2ccc(C)cc2)c2ccccc23)cc1	nt	nt	-0.7%	-1.6%	nt	-23.1%	-2.4%	-3.7%
CCOC(=O)Cn1c(=O)n(CC2CCCO2)c2nc(-c3ccccc3F)nc(C(N)=O)c21 (stereo not given)	nt	nt	3.6%	1.1%	nt	1.9%	-4.6%	0.5%
CCOc1ccc(OCCN2C(=O)NC(Cc3c[nH]c4ccccc34)C2=O)cc1 (stereo not given)	-3.3%	-12.7%[46.1 µM]	2.2%	-0.1%	5.9%	-26.4%	-3.3%	6.1%
CCc1ccc(CNC(=O)COc2cc(=O)n(CC)c3ccccc23)cc1	nt	nt	5.2%	-0.3%	nt	-2.0%	3.8%	-1.2%
Cc1ccc(-c2cc(C(=O)N/N=C/c3c(C)nn(-c4ccccc4)c3C)[nH]n2)cc1	13.9%	18.5%[46.1 µM]	4.4%	0.0%	-14.0%	?	-7.2%	-10.0%
Cc1onc(-c2ccccc2)c1-c1ccnn1C(=O)NC(C)C	9.0%	24.5%	-4.6%	-0.2%	8.5%	-4.9%	-0.9%	-7.5%
CC(C)NC(=O)c1ccccc1NC(=O)/C=C/c1cccc([N+](=O)[O-])c1	5.1%	-26.6%	-0.8%	12.5%	1.0%	-17.0%	1.6%	-3.4%
O=C(NCCCn1ccnc1)C1CC2CCC1C2 (stereo not given)	-0.7%	-2.2%[46.1 µM]	-8.3%	-0.1%	7.2%	0.0%	-0.3%	1.9%
CCOC(=O)/C(C#N)=C1/C=CN(c2ccccc2)C=N1	4.5%	-20.2%[46.1 µM]	-4.1%	0.7%	9.2%	-2.6%	0.8%	0.0%
COc1cccc(C2C(C(=O)Nc3ccccc3)=C(C)Nc3nc(-c4ccccc4)nn32)c1 (stereo not given)	nt	nt	-2.2%	1.0%	nt	?	-35.1%	6.5%
O=C1[C@H]2[C@H]3[C@H](O)[C@H](O)C/C(=N/OCc4ccccc4)[C@H]3CC[C@@H]2C(=O)N1C1CCCCC1	27.0%[13.1 µM]	nt	5.4%[11.2 µM]	0.0%[10.1 µM]	-3.3%[17.5 µM]	0.2%[11.6 µM]	-16.0%[11.2 µM]	3.2%[11.6 µM]
CC(NC(=O)CNC(=O)C1O[C@@H]2OC(C)(C)O[C@@H]2[C@H]2OC(C)(C)O[C@@H]12)C(=O)O (stereo not given in full)	-0.8%	10.9%	-1.5%	0.0%	8.2%	-1.5%	-1.9%	5.4%
Cc1ccc(CN2CCN(/N=C/c3ccc(C(=O)O)cc3)CC2)cc1	-1.4%	-25.6%[46.1 µM]	-6.0%	0.0%	5.4%	-7.2%	0.0631µM*[quencher]	-8.8%

Some of the entries so far, with two lines to a compound.
Results follow in this order: CBFb RUNX1 block | NPSR antag | TRb-SRC2 inh | Epigenetic derep | aGal spleen mod | Tau fluor cs | TexasRed fluor | Tau FP inhib
O=C1[C@H]2[C@H]3[C@H](O)[C@H](O)C/C(=N/OCc4ccccc4)[C@H]3CC[C@@H]2C(=O)N1C1CCCCC1
 : 27.0%[13.1 µM] | nt | 5.4%[11.2 µM] | 0.0%[10.1 µM] | -3.3%[17.5 µM] | 0.2%[11.6 µM] | -16.0%[11.2 µM] | 3.2%[11.6 µM]
CCN1CCN(C(c2ccccc2)c2nnnn2Cc2ccc(OC)cc2)CC1 (stereo not given)
 : 11.6% | -6.1% | 1.2% | 0.5% | -26.1% | -8.0% | 0.8% | 3.9%
CCOC(=O)Cn1c(=O)n(CC2CCCO2)c2nc(-c3ccccc3F)nc(C(N)=O)c21 (stereo not given)
 : nt | nt | 3.6% | 1.1% | nt | 1.9% | -4.6% | 0.5%

Continued.
SMILES	CBFb RUNX1 block	NPSR antag	TRb-SRC2 inh	Epigenetic derep	aGal spleen mod	Tau fluor cs	TexasRed fluor	Tau FP inhib
O=C(CSc1nc(=O)n(Cc2ccco2)c2c1CCC2)Nc1ccccc1C(F)(F)F	nt	nt	0.9%	4.9%	nt	-0.3%	-0.7%	-7.8%
Cc1cc(C)c(NC(=O)C[C@H](CC(=O)O)c2cccc3ccccc23)c(C(=O)N2CCC3(CCCC3)CC2)c1	12.5%	-23.3%[46.1 µM]	3.3%	-1.1%	18.0%	4.5%	-0.2%	3.5%
CCCn1nc(C(=O)OCC(=O)c2ccc3c(c2)NC(=O)CO3)c2ccccc2c1=O	1.9%	-24.7%[46.1 µM]	12.0%	2.3%	3.3%	-23.3%	0.3%	-13.8%
CCC(=O)Nc1nnc(SCc2ccc(F)cc2)s1	1.7%	-3.2%[46.1 µM]	-2.3%	-2.0%	5.4%	3.1%	-2.4%	5.5%
CNC(=S)NNC(=O)Cc1ccccc1	11.9%	-4.5%[46.1 µM]	-2.8%	4.5%	-3.0%	-7.8%	-2.4%	2.2%
CSc1cccc(NC(=S)N2CCC(N(C)C3CCCCC3C)CC2)c1 (stereo not given)	-20.4%	-2.6%	0.9%	0.0%	-12.0%	-8.5%	1.7%	-1.5%
Cc1ccc(S(=O)(=O)N(C)c2c(C)ccc(S(=O)(=O)N3CCN(C=O)CC3)c2C)cc1	13.7%	2.4%	-1.6%	5.4%	-2.0%	-11.5%	-5.3%	-3.8%
O=C(NCCCN1CCOCC1)c1ccc2c(c1)N(Cc1cccc(Cl)c1)C(=O)c1ccccc1S2	nt	nt	-0.8%	2.7%	nt	-29.2%	0.6%	-2.4%
O=C(c1ccc(Br)o1)N1CCN(c2ccc3nnc(-c4ccc(F)cc4)n3n2)CC1	0.9%	-19.9%[46.1 µM]	6.7%	-0.8%	5.3%	0.1%	3.3%	0.5%
CCS(=O)(=O)N1Cc2ccccc2CC1C(=O)OCC(=O)N(C(C)C)C(C)C (stereo not given)	-4.6%	9.5%	-6.3%	-0.3%	0.8%	-2.6%	-2.2%	10.0%
CCN(CC(=O)NCc1ccc(Cl)cc1)CC(=O)Nc1ccc(C(N)=O)cc1	-6.0%	10.8%	-5.6%	-1.4%	2.8%	-13.8%	2.8%	2.9%
Cc1ccccc1CNC(=O)C(C)N(c1ccccc1)S(C)(=O)=O (stereo not given)	nt	nt	1.3%	-2.8%	nt	2.5%	-0.5%	7.9%
O=C(Nc1cccc(C(F)(F)F)c1)/C(=C/c1ccco1)NC(=O)c1cccs1	-2.9%	-13.1%[46.1 µM]	-3.5%	0.9%	11.9%	-5.9%	-2.1%	-13.0%
CCCN1C(=O)c2cc(C(=O)O)ccc2C1O (stereo not given)	8.0%	0.3%[46.1 µM]	-13.3%	-0.8%	-8.7%	0.5%	-2.6%	-14.2%
CCOc1ccccc1-n1nnc(-c2nc(-c3ccccc3C)no2)c1C	nt	nt	-7.5%	-1.8%	nt	-5.4%	-0.9%	-4.0%
O=C(NC1CCCCC1)C1CC=CCC1C(=O)OCC(Cl)=C(Cl)Cl (stereo not given)	5.9%	-24.1%[46.1 µM]	-1.3%	-1.4%	-2.9%	-6.8%	0.6%	-3.2%
COc1cc2cc(CN(CCc3ccccc3C)C(=S)NCCCN3CCOCC3)c(=O)[nH]c2cc1OC	1.5%	41.2%	-2.4%	2.4%	15.5%	-19.1%	-6.1%	-4.0%
CC(=Nc1ccc2c(c1)nc(CO)n2C)C1=C(O)CC(C)(C)CC1=O	4.9%	2.8%[46.1 µM]	5.4%	-0.7%	8.1%	-1.5%	-2.7%	-4.9%
CC1(C)CC(=O)C=C(Nc2ccccc2NC(=O)c2cnccn2)C1	-1.2%	-14.8%[46.1 µM]	-2.8%	-3.6%	-4.7%	-9.7%	-1.4%	-9.9%

Only part of the results is shown, so the mix of outcomes need not match the whole.
